High-throughput results (PubChem)
human PMI inhibition: MPI enzyme activity inhibition – biochemical, fluorescence intensity, coupled assay, primary screen (AID 1209) | hit rate 0.42% among 190,000 | purified PMI enzyme, coupled fluorescence intensity; higher % means a stronger effect | one-dose inhibition, % at 20 µM; IC50 in µM for titrated hits;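 further: plate controls were DMSO vehicle for no effect and wells lacking substrate for full effect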
Insulin prom up: MIN6 insulin promoter up-regulation; MIN6 insulin promoter-GFP reporter, high-content imaging; hits give high values; z-score at 5 µM; hit rate 0.3% among 190,000; AID 1625;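 active means z-score above 3 at 5 µM with at least 500 cells counted in the well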
MT stabilizer: stabilizes microtubules in HeLa cells; HeLa tubulin immunostaining HCS, 24 h; share of cells brighter than vehicle mean+2SD; AID 2205; hit rate 0.83% among 200,000; % tubulin-high responders, % at 10 µM;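 active means plate Z-score above 3 for both tubulin-high and condensed-nucleus cell shares, with cell loss under 80%, at 10 µM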;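 further: anti alpha tubulin signal scored within the nucleus-defined area of each cell; some results filed as inactive read as strong as hits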
Yfh1-off respiration: mitochondrial function rescue without frataxin homolog – Friedreich's ataxia, plus single-dose screen, dose response (AID 1465); S. cerevisiae Yfh1-off respiration, WST-1 reduction, 72 h; higher fold induction means a stronger effect; fold induction at 50 µM; hits with a dose series show EC50 in µM; hit rate 0.074% among 220,000;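 active means fold induction of absorbance versus untreated yeast above a set limit, then at least 30% activation at any dose in follow-up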;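 further: activators that raise dye reduction in frataxin-depleted yeast; strong numbers were not always called active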
Autophagy HCS: modulators of autophagy; hit rate 0.98% among 190,000; AID 463193; MEF GFP-LC3 puncta imaging; test concentration mostly 10 µM; calls only at 10 µM (by protocol);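 active means percentage of spot-positive cells more than 3 SD above its plate mean, without a fluorescence outlier flag or 80% toxicity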;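 further: spot-positive cell cutoff set from DMSO-treated cells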
Dynein cargo inh: blocks dynein driven cargo transport along microtubules; 3617.4 mouse cells, GR-EGFP nuclear translocation imaging; test concentration mostly 20 µM; stimulated with dexamethasone, 1 µM; hits give low values; z-score, hits read low; hit rate 0.47% among 220,000;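 active means plate z-score of nuclear minus cytoplasmic receptor signal below a set negative limit, without overly bright fluorescence or cell loss, cut at about -3.5 in these data, passing the limit was not always enough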;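 further: z-score of nuclear minus cytoplasmic ring GR-EGFP intensity difference per well; some compounds called inactive have numbers as strong as hits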
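medium = tetracycline-free induction medium containing charcoal-stripped FBS | also added = 1.0 µM final dexamethasone stimulus | schedule = 48 h induction, 1 h compound, 30 min dex at 37 °C | technique = fixed, Hoechst-stained cells imaged at 10x for EGFP | measure = GR-EGFP nuclear translocation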
WT yeast gro inh: growth inhibition of WT yeast, mitochondrial fusion screen; mitochondrial fusion phenotypic screen, WT strain; inhibition, % at 10 µM; hit rate 2.1% among 190,000; in the data active means inhibition above about 58%; tested in S. cerevisiae
bCat nuc transl: beta-catenin nuclear translocation modulation; HeLa beta-catenin nuclear translocation, immunofluorescence imaging; nuclear translocation activity, % at 5 µM; hit rate 0.3% among 190,000;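 active means nuclear translocation activity above 50% at 5 µM, with a well cell count of 50 or more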;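 further: per-cell ratio of nuclear to cytoplasmic median beta-catenin stain intensity; plate controls were DMSO negative control for no effect and GSK-3 inhibitor IX positive control for full effect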
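Signal – beta-catenin immunofluorescence imaging with DAPI · Test system – human HeLa cell line · Dosing – 5 µM primary single dose, 0.1% DMSO, 0.02–20 µM confirmation series · Measure – % activation, nuclear-to-cytoplasmic median beta-catenin signal ratio per cell · Incubation – 24 h compound exposure at 37°C, 5% CO2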
PMI inhibition: human PMI inhibitors, high substrate, primary screen, biochemical, fluorescence intensity, high mannose 6-phosphate (AID 1220) | recombinant PMI enzyme, coupled fluorescence intensity; higher % means a stronger effect | inhibition, % at 20 µM; hits with a dose series show IC50 in µM | hit rate 0.66% among 190,000
WT yeast gro inh mutant strain: second read-out of WT yeast gro inh, no call of its own (marks repeat the call); inhibition, %; mitochondrial fusion phenotypic screen, mutant strain inhibition
Dynein cargo inh cytoplasmic EGFP: recorded beside Dynein cargo inh, whose call it bears; z-score; measured here: cytoplasmic GR-EGFP intensity; hits give high values
Dynein cargo inh nuclear GR-EGFP: recorded beside Dynein cargo inh, whose call it bears; z-score; measured here: nuclear GR-EGFP intensity;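 lower value marks the stronger effect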
Dynein cargo inh cell count: recorded beside Dynein cargo inh, whose call it bears; z-score; measured here: cell count per field
Insulin prom up cell count: also measured in Insulin prom up; calls as there; cell count; measured here: cytotoxicity, nuclei count;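 total cells summed across four imaged fields per well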
bCat nuc transl cell count 5 µM: recorded beside bCat nuc transl, whose call it bears; cell count; measured here: cell count, cytotoxicity flag
MT stabilizer Hoechst-high %: second read-out of MT stabilizer, no call of its own (marks repeat the call); % Hoechst-high responders; measured here: nuclear condensation Hoechst responders;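 share of cells brighter than vehicle mean plus two SD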
MT stabilizer cytotoxicity %: further read-out of MT stabilizer, marked with its call; toxicity, %; measured here: cytotoxicity by cell density;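 0% = mean cell density of plate MIN control wells and 100% = no cells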
Autophagy HCS cell loss 18 h: recorded beside Autophagy HCS, whose call it bears; toxicity, %; measured here: cell loss, nuclei count;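 cell loss after 18 h compound exposure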
Starred values were filed as active, the others as inactive; i = inactive; . = no result given; + = active, no number. Unless noted, no stated cut-off is given here; in the data, active means inhibition above about 50%; inactive means the rest.

1) CC1CCCCN1S(=O)(=O)c1ccc(S(=O)(=O)N(Cc2ccccc2)Cc2ccco2)cc1 (stereo unspecified)
2) COc1cccc(C2C([N+](=O)[O-])=C(N)Oc3cc(C)oc(=O)c32)c1 (stereo unspecified)
3) COC(=O)Cc1ccc(NC(=S)NCC(C)C)cc1
4) Cc1cc(-c2ccc(N3CCOCC3)cc2)nc2ccccc12
5) CC(=O)Nc1ccc(S(=O)(=O)CCC#N)cc1
6) COc1cc(C)c(CNC2CCCCC2)cc1C
7) CSc1nnnn1-c1cccc(O)c1
8) CCN(CC)C(=O)CSc1nc2cc3c(cc2c(=O)n1CCCC(=O)NCc1ccc(OC)cc1)OCO3
9) CCOc1ccc(S(=O)(=O)NCc2ccco2)cc1
10) Cc1cc2cc3c(cc2nc1SCC(=O)OC(C)C)OCO3
Assay by compound,1,2,3,4,5,6,7,8,9,10
human PMI inhibition,6.1%,.,13.1%,19.9%,-12.7%,2.6%,15.0%,-1.8%,9.2%,10.3%
Insulin prom up,-0.81,-0.64,-0.29,2.52,.,-0.25,.,.,0.25,-0.15
Insulin prom up cell count,830,993,1250,1382,.,1083,.,.,1086,1032
MT stabilizer,1.3,.,2.2,4.8,2.7,1.1,2.4,1.8,2.5,1.3
MT stabilizer Hoechst-high %,3.2,.,1.6,2.1,1.7,1.7,2.4,1.8,3.8,1.2
MT stabilizer cytotoxicity %,8.3,.,6.5,12.8,5.8,2.8,2.8,0.4,5.7,6.8
Yfh1-off respiration,i,i,i,i,i,i,i,i,i,.
Autophagy HCS,i,.,i,i,i,i,i,i,i,i
Autophagy HCS cell loss 18 h,-8.1,.,-5.4,-4.4,-1.9,5.4,-4.7,25.8,3.1,-3.3
Dynein cargo inh,-1.4,-0.533,-0.453,-0.368,-0.672,-0.471,-0.52,0.441,0.574,-0.319
Dynein cargo inh cytoplasmic EGFP,-0.213,-0.223,-0.261,-0.206,-0.103,-0.147,-0.244,-0.207,-0.244,-0.246
Dynein cargo inh nuclear GR-EGFP,-1.05,0.374,-0.343,-0.115,-0.263,-0.0499,-0.308,0.202,0.384,0.497
Dynein cargo inh cell count,-0.0796,0.0751,1.88,0.183,-0.0224,0.89,-0.725,0.287,-0.051,1.01
WT yeast gro inh,0.4,.,-4.3,2.7,-11.8,0.9,-1.7,5.3,37.5,4.3
WT yeast gro inh mutant strain,0.3,.,2.9,6.6,-13.2,-1.1,-21.2,1.1,0.4,-2.0
bCat nuc transl,-2.4,0.2,1.6,-2.0,-0.3,.,.,4.5,0.7,4.0
bCat nuc transl cell count 5 µM,1252,1369,844,1105,1015,.,.,529,1242,1214
PMI inhibition,8.0%,.,7.7%,10.4%,-5.4%,1.0%,8.0%,-3.0%,4.4%,5.9%

Down the list, from the results shown:
Dynein cargo inh cell count for entries 4 to 9: 0.183, -0.0224, 0.89, -0.725, 0.287, -0.051
Autophagy HCS for entries 4 to 9: i, i, i, i, i, i

Carrying on:
11) CNC(=O)c1c(NC(NC(=O)c2ccco2)C(=O)c2ccc(Cl)cc2)sc2c1CCCC2 (stereo unspecified)
12) COc1cccc(C2c3c(C)nn(-c4ccc([N+](=O)[O-])cc4)c3N=C3C(=O)Nc4ccccc4N32)c1 (stereo unspecified)
13) O=C(CCOc1ccccc1)Nc1ccc([N+](=O)[O-])cc1
14) CC1CC(NC(=O)c2ncn[nH]2)CC(C)(C)C1 (stereo unspecified)
15) O=c1c2ccccc2c(-c2ccccc2)nn1Cc1ccccc1
16) Cc1nc(N2CCOCC2)[nH]c(=O)c1C
17) O=C(CN1C(=O)NC2(CCc3ccccc3C2)C1=O)Nc1ccc(Cl)cc1F (stereo unspecified)
18) O=c1[nH]c(CN2CCN(S(=O)(=O)c3cccs3)CC2)nc2c(Br)cc(Br)cc12
19) O=C1CCCC2=C1C1(CCCC1)N=C(Nc1nc3ccccc3s1)N2
20) CC(C)N1CCN(Cc2cccn2-c2ccccn2)CC1CCO (stereo unspecified)
Assay by compound,11,12,13,14,15,16,17,18,19,20
human PMI inhibition,15.8%,12.0%,-6.4%,-7.3%,-0.2%,-1.6%,8.5%,1.9%,4.4%,12.6%
Insulin prom up,0.17,-1.22,-0.36,0.48,-0.05,0.34,-0.08,-0.65,0.52,-0.87
Insulin prom up cell count,1571,1104,1169,1226,1257,1339,1399,1249,1245,1381
MT stabilizer,3.3,2.9,2.0,3.1,1.9,2.6,2.3,4.5,2.7,3.7
MT stabilizer Hoechst-high %,1.2,2.1,2.1,1.1,1.9,1.9,1.9,3.6,1.6,3.2
MT stabilizer cytotoxicity %,7.4,11.0,5.3,4.2,6.5,8.4,4.5,8.4,4.6,1.6
Yfh1-off respiration,i,i,i,i,i,i,i,i,i,i
Autophagy HCS,i,+,i,i,i,i,i,i,i,i
Autophagy HCS cell loss 18 h,-4.3,0.7*,-4.0,-16.0,14.4,1.5,-4.2,20.5,5.6,-18.6
Dynein cargo inh,-1.88,0.813,-0.687,1.44,0.389,-0.0313,-0.0575,0.285,0.417,-0.198
Dynein cargo inh cytoplasmic EGFP,-0.0636,1.75,-0.221,2.32,-0.228,-0.363,-0.202,-0.284,-0.24,-0.219
Dynein cargo inh nuclear GR-EGFP,-1.67,0.923,-0.314,1.96,0.263,-0.0994,0.172,0.649,0.199,-0.281
Dynein cargo inh cell count,0.462,-1.29,0.523,-2.04,0.413,0.893,-0.217,-0.781,0.531,0.691
WT yeast gro inh,8.0,8.7,4.1,-0.5,-8.6,-10.9,6.8,24.1,-8.4,1.2
WT yeast gro inh mutant strain,2.6,19.9,-17.5,0.3,-0.3,10.3,3.3,19.8,3.5,10.8
bCat nuc transl,-1.5,2.8,-2.4,1.5,0.1,-0.4,2.6,0.3,3.6,1.4
bCat nuc transl cell count 5 µM,1291,875,1090,1376,549,1070,1089,1058,1197,1162
PMI inhibition,33.1%,16.3%,-8.4%,-12.5%,2.0%,-1.8%,-0.7%,0.5%,2.0%,3.8%

Whole records, quoted from the list. Order of values: human PMI inhibition | Insulin prom up | Insulin prom up cell count | MT stabilizer | MT stabilizer Hoechst-high % | MT stabilizer cytotoxicity % | Yfh1-off respiration | Autophagy HCS | Autophagy HCS cell loss 18 h | Dynein cargo inh | Dynein cargo inh cytoplasmic EGFP | Dynein cargo inh nuclear GR-EGFP | Dynein cargo inh cell count | WT yeast gro inh | WT yeast gro inh mutant strain | bCat nuc transl | bCat nuc transl cell count 5 µM | PMI inhibition
Shown for `O=c1[nH]c(CN2CCN(S(=O)(=O)c3cccs3)CC2)nc2c(Br)cc(Br)cc12` : 1.9% | -0.65 | 1249 | 4.5 | 3.6 | 8.4 | i | i | 20.5 | 0.285 | -0.284 | 0.649 | -0.781 | 24.1 | 19.8 | 0.3 | 1058 | 0.5%
Shown for `Cc1nc(N2CCOCC2)[nH]c(=O)c1C` : -1.6% | 0.34 | 1339 | 2.6 | 1.9 | 8.4 | i | i | 1.5 | -0.0313 | -0.363 | -0.0994 | 0.893 | -10.9 | 10.3 | -0.4 | 1070 | -1.8%

New compounds follow:
21) Cc1cc(N2CCN(C(=O)c3ccco3)CC2)n2nc(C)nc2n1
22) CCn1c(Cc2ccccc2)nnc1SCC(=O)Nc1nc(C)cs1
23) CC1Cn2c(nc3c2c(=O)[nH]c(=O)n3C)O1 (stereo unspecified)
24) COc1cccc(/C=N/NC(=O)CCNc2n[nH]c(=O)[nH]c2=O)c1OC
25) Cc1nnc2ccc(-c3ccc(NS(C)(=O)=O)cc3)nn12
26) Clc1ccc(Cl)c2sc(N3CCCC3)nc12
27) CCCCCCCCNC(=O)C(CCC(=O)OCc1ccccc1)NC(C)=O (stereo unspecified)
28) Cc1cccc(S(=O)(=O)Nc2ccc3c(c2)OCCO3)c1
29) C/C(N)=C(/C#N)C(=O)CSc1nc2cc(Cl)ccc2c(=O)n1-c1ccc(C)cc1
Assay by compound,21,22,23,24,25,26,27,28,29
human PMI inhibition,-17.3%,-2.5%,9.2%,0.1%,-4.8%,1.1%,10.2%,4.0%,6.8%
Insulin prom up,0.17,.,-0.48,0.08,-0.17,-0.88,.,-1.17,-0.86
Insulin prom up cell count,1330,.,1245,1353,1540,948,.,1481,1077
MT stabilizer,4.2,4.1,5.6,1.6,3.6,4.4,0.9,3.6,4.6
MT stabilizer Hoechst-high %,1.9,1.6,3.6,1.3,1.0,3.0,1.3,2.9,2.2
MT stabilizer cytotoxicity %,3.0,5.5,7.5,8.5,2.8,8.1,8.8,1.0,4.0
Yfh1-off respiration,.,i,i,i,i,i,i,i,i
Autophagy HCS,i,i,i,i,i,i,i,i,i
Autophagy HCS cell loss 18 h,12.8,-5.3,-7.8,-27.6,-10.9,0.4,-4.4,-24.9,26.4
Dynein cargo inh,-0.32,-0.816,1.3,0.763,-0.975,-0.0317,-1.25,-1.13,0.176
Dynein cargo inh cytoplasmic EGFP,-0.19,-0.297,-0.181,-0.212,-0.275,-0.329,0.246,-0.293,-0.264
Dynein cargo inh nuclear GR-EGFP,0.495,-0.55,1.29,0.785,-0.198,-0.0129,-0.34,-0.741,0.562
Dynein cargo inh cell count,0.848,0.77,-1.75,-1.03,-0.0498,0.838,1.33,0.961,-0.631
WT yeast gro inh,4.2,-5.2,-6.9,6.6,2.6,9.8,-0.1,2.2,5.4
WT yeast gro inh mutant strain,1.4,-9.4,-39.6,5.9,10.9,3.2,3.1,12.1,5.6
bCat nuc transl,0.8,-10.0,-1.0,0.7,0.9,0.0,-1.5,2.9,5.4
bCat nuc transl cell count 5 µM,587,462,1186,1479,944,792,931,1025,1067
PMI inhibition,-17.0%,6.6%,4.7%,8.8%,-3.1%,-4.1%,2.0%,-9.3%,0.6%
